From PubChem
FUS yeast rescue – qHTS for Suppressors of FUS Proteinopathy: Primary screen using FUS-linked yeast assay | S. cerevisiae FUS-expressing, growth rescue, OD600, 24 h | Potency, µM (doses to about 76.6 µM), inactives show top-dose growth rescue (activation), most hits filed as activators | 0.24% of 390,000 active;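 further: plate controls were DMSO vehicle for no effect and reference control for full effect; nearly all actives have a fitted effect of over 55% in size; some results filed as inactive show a strong effect at the top dose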
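S. cerevisiae expressing FUS from galactose induction served as the toxicity model. Growth after 24hr at 30C, read as absorbance at 600 nm, indicates suppression of toxicity; compounds dosed at several concentrations.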
TDP-43 yeast inh – qHTS of TDP-43 Inhibitors; AID 652104, 2013; TDP-43 expressing yeast growth rescue, BacTiter-Glo, 24 h; Potency, µM (highest dose often 46.1 µM), for the others: at the highest dose growth rescue (activation), hits mostly activators; 1.8% of 410,000 active; further: % of control where 0% means no effect; nearly all actives have a fitted effect of over 50% in size
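Cell-based yeast growth screen: TDP-43 expression induced in galactose, inoculum OD600=0.02 after raffinose pregrowth to mid-log. Read-out BacTiter-Glo luminescence at 24 hr, 30 deg C; inhibition of toxicity seen as signal increase.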
PTHR1 ag – qHTS for PTHR1 Agonists: Primary Screen | Parathyroid hormone/parathyroid hormone-related peptide receptor (Homo sapiens), Q03431 | AID 743266, 2014 | Potency, µM (highest dose often 115 µM), for inactives: at the highest dose activation, actives largely listed as activators | 0.075% of 410,000 active | HEK293 GP2 PTHR1 cells, GloSensor cAMP luminescence, 1 h; further: nearly all actives have a fitted effect of over 55% in size; some results filed as inactive show a strong effect at the top dose; inactives centre near -15; many of its hits are not listed in these tables
Target sequence (Q03431 whole entry, looked up): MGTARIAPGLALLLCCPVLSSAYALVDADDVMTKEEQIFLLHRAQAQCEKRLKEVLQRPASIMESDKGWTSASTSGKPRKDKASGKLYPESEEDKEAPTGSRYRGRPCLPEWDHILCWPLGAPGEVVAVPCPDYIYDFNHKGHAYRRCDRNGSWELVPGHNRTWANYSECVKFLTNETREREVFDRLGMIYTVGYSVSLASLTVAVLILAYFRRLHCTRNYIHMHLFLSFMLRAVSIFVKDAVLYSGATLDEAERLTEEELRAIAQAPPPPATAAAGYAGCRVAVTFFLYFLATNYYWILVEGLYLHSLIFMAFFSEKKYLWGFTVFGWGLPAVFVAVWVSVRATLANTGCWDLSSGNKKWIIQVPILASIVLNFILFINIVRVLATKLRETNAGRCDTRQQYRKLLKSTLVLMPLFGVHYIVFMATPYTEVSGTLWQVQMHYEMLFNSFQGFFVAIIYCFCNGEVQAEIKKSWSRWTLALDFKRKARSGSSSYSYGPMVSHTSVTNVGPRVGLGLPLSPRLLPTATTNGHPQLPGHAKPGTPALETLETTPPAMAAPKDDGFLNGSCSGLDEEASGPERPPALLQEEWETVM
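HEK-293-derived GP2 cells expressing PTHR1 and a GloSensor cAMP reporter, 3,000/well, plated overnight, given luciferin plus IBMX (each 0.5 mM as added) for 1 h at 37 °C, then compound for 1 h at 37 °C. Luminescence was read after 15 min at room temperature.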
Starred values were filed as active, the others as inactive; i = inactive; ? = inconclusive; [ ] = another dose, or the depositor's remark. The call rests on the fitted dose curve; in most records, active means well fitted curve in the direction sought with a large enough effect; inconclusive means small, poorly fitted or top-dose-only effect, or another doubt; inactive means no such curve, though single readings can be large; an effect the other way counts as inactive or inconclusive. Potency means the concentration at half of the fitted maximal effect. An excerpt; rates above refer to the full screens.

Start of the data: the first four records (preview)
smiles | FUS yeast rescue | TDP-43 yeast inh | PTHR1 ag
COC(=O)CN1C(=O)CSc2ccc(S(=O)(=O)Nc3ccccc3)cc21 | 7% | 4% | -15%
COc1cc(CN(C(=O)c2oc3ccccc3c2C)C2CCS(=O)(=O)C2)cc(OC)c1OC (stereo not drawn) | ? | 14% | i
N#Cc1nc(-c2ccc(COc3ccccc3)o2)oc1NCc1cccnc1 | 9% | 6% | -59%[inhibitor]
Cc1ccc(NC(=O)c2c(C)cc(C)nc2SCC(=O)Nc2ccc(Br)cc2)cc1 | 21% | 5% | -2%

Main list, repeating the preview:
smiles | FUS yeast rescue | TDP-43 yeast inh | PTHR1 ag
COC(=O)CN1C(=O)CSc2ccc(S(=O)(=O)Nc3ccccc3)cc21 | 7% | 4% | -15%
COc1cc(CN(C(=O)c2oc3ccccc3c2C)C2CCS(=O)(=O)C2)cc(OC)c1OC (stereo not drawn) | ? | 14% | i
N#Cc1nc(-c2ccc(COc3ccccc3)o2)oc1NCc1cccnc1 | 9% | 6% | -59%[inhibitor]
Cc1ccc(NC(=O)c2c(C)cc(C)nc2SCC(=O)Nc2ccc(Br)cc2)cc1 | 21% | 5% | -2%
CCc1ccccc1NC(=O)C1CCN(C(=O)N2CC(C)Oc3ccc(Cl)cc32)CC1 (stereo not drawn) | -8% | 0% | -7%
CC(=O)c1cccc(NC(=O)C2CCN(c3ncnc4c3nc3n4CCCCC3)CC2)c1 | 17% | 13% | -51%[inhibitor]
O=C(Nc1nnc(N2CCCCCC2)s1)Nc1ccccc1C(F)(F)F | -21% | 24% | -24%
Cc1cccc2nc(-c3cccc(NS(=O)(=O)c4ccccc4)c3)cn12 | 17% | 2% | -13%
CC(C)N(C(=O)c1cc2c(Cl)nc3ccccc3c2s1)C1CCCCC1 | -26% | 7% | i
COc1ccc(CCNC(=O)C2COc3ccccc3C2)cc1OC (stereo not drawn) | -7% | -6% | -4%
CC1CCN(CCNC(=O)c2ccc(Cn3c(SCc4ccccc4)nc4cccnc43)cc2)CC1 | -20% | 6% | i
Cc1c(F)cccc1NC(=O)C1CCCN1S(=O)(=O)c1ccc(F)cc1 (stereo not drawn) | -11% | ? | i
Cc1ccccc1CN1C(=O)c2ccccc2S(=O)c2ccc(C(=O)NCc3ccccc3)cc21 (stereo not drawn) | 24% | 14% | -1%
COc1ccc(NC(=O)c2ccc3c(=O)n4nc(Nc5cc(C)ccc5C)sc4nc3c2)cc1 | -13% | 21% | i
Cc1ccc(CSc2ccc3nnc(CCNS(=O)(=O)c4ccc(C)cc4)n3n2)cc1 | -1% | 10% | -43%[inhibitor]
COc1ccc(-c2nc3sc(CCNC(=O)c4cccc(C(F)(F)F)c4)c(C)n3n2)cc1 | 6% | 9% | -45%
Cc1ccccc1OCC(=O)Nc1ccc2oc(-c3ccc(F)cc3)nc2c1 | 5% | 9% | -53%
Cc1ccc(NC(=O)COCc2cc(-c3cccs3)on2)cc1Cl | -16% | 8% | i
CCOC(=O)CNC(=O)Nc1cc(C(=O)NCc2ccccc2OC)ccc1N1CCCC1 | 24% | 12% | -20%
Cc1cc(Nc2ccc(C(=O)O)c(O)c2)n2ncnc2n1 | -16% | 12% | -11%
O=C1C(Nc2ccccc2)=CC(c2ccc(Br)cc2)N1c1ccccc1 (stereo not drawn) | 4% | 21% | i
O=C(NCC1CCN(Cc2cccc(F)c2)CC1)c1cc2ccc3cccnc3c2[nH]1 | -8% | 0% | -15%
Cc1ccc(NC(=O)C2CCCN2S(=O)(=O)c2cccc3nsnc23)c(C)c1 (stereo not drawn) | 15% | 2% | i
CC1CCN(S(=O)(=O)c2ccc3[nH]ccc3c2)CC1 | 0% | ? | i
CCOC(=O)c1ccc(-c2ccc(/C=C(\C#N)C(=O)Nc3ccc(C)cc3)o2)cc1 | 3% | 13% | i
O=C(C1CCC(CNS(=O)(=O)c2ccc(Br)s2)CC1)N1CCN(c2ccc(F)cc2)CC1 (stereo not drawn) | -6% | -8% | i
Cc1ccc(S(=O)(=O)N(CCc2ccccc2)CC(=O)Nc2cc(C)ccc2C)cc1 | -23% | 14% | i
CNC(=O)c1ccc(Nc2nnc(-c3ccc(C)c(S(=O)(=O)N4CCOCC4)c3)c3ccccc23)cc1 | 43% | 12% | -9%
Brc1cccc(-c2cnn3c(-c4ccccc4)cc(-c4ccccc4)nc23)c1 | 3% | 9% | i
CCOc1ccc(-c2nc(CSCC(=O)NCc3ccc(C)cc3)c(C)o2)cc1 | 2% | 23% | -21%
COc1ccccc1CNc1nc2nc(C)c(Cl)c(C)n2n1 | -14% | -12% | 9%
Nc1c(-c2nc(-c3ccc4c(c3)OCO4)cs2)c2ccccn2c1C(=O)c1ccccc1 | -5% | 12% | -6%
CC1CCN(CC2CCN(C(=O)NCc3ccc(F)cc3)CC2)CC1 | 0% | 7% | i
COc1ccccc1Cn1c(CNS(=O)(=O)c2c(C)cc(C)cc2C)nc2cccnc21 | ? | 9% | -41%
CC(C)OCCCNc1sc(S(=O)(=O)c2ccccc2)nc1S(=O)(=O)c1ccc(Cl)cc1 | 32µM* | 12% | -17%
Cc1nc2ccccn2c(=O)c1NC(=O)c1ccc(F)c(F)c1 | 5% | 9% | i
Cc1cc(C)c(/C=C/c2onc(C)c2S(=O)(=O)N2CCC(C(=O)NCc3ccco3)CC2)c(C)c1 | 32% | 23% | i
O=C(NCCCN1CCCCC1)c1sc2ncccc2c1-n1cccc1 | -15% | 10% | -25%
O=C(NC1(C(F)(F)F)NC(=O)N(CCc2ccccc2)C1=O)c1ccccc1F (stereo not drawn) | -3% | 12% | 0%
CCOC(=O)c1ccc(NC(=O)C2CCCN(c3ncnc4onc(C)c34)C2)cc1 (stereo not drawn) | -27% | 14% | -3%
CC(C)N(C(=O)Cn1cc(S(=O)(=O)Cc2ccc(Br)cc2)c2ccccc21)C(C)C | 1% | 6% | i
CC(C)CCNC(=O)Cn1cc(S(=O)(=O)Cc2ccc(F)cc2)c2ccccc21 | 27% | -15% | -9%
COc1ccc(N2CCN(C(=O)Cn3c(-c4cccs4)cc4ccccc43)CC2)cc1 | 1% | 3% | ?
CCc1ccccc1NC(=O)CN(c1ccccc1OC)S(=O)(=O)c1ccc(C)cc1 | ? | 19% | -14%
COc1ccc(N2CCN(C(=O)c3nn(-c4ccc(C)cc4)c(=O)n(C)c3=O)CC2)cc1 | 13% | 12%[9.22 µM] | i
Cc1ccccc1CNCCCSc1nnnn1-c1ccccc1 | -5% | 5%[9.22 µM] | -9%
COc1ccc(OCC(=O)Nc2ccccc2C(=O)OCc2cc(=O)n3nc(C)sc3n2)cc1 | -5% | 0% | -18%
Cc1ccc(Cl)cc1N1CCN(C(=O)Cc2c(C(=O)O)c(C)cn2C)CC1 | 18% | 10% | -6%
Cc1ccc(CCNC(=O)c2cn(C)c3ccc(S(=O)(=O)N(C)C4CCCCC4)cc3c2=O)cc1 | 2% | 13% | -16%
CCOC(=O)c1ccc(NC(=O)c2cc3sccc3n2Cc2ccc(Cl)cc2)cc1 | -26% | 8% | -13%
Cc1ccccc1Cn1c(=O)n(CCc2ccccc2)c(=O)c2sc3ccccc3c21 | -3% | -17% | 13%
COc1ccccc1S(=O)(=O)Cc1ccc(C(=O)NCc2ccc(Cl)cc2)o1 | 21% | 19% | i
CC(C)Oc1ccc(CNC(=O)C2CCN(c3nc4ccccc4n(C)c3=O)CC2)cc1 | -34% | 3% | -1%
Cc1nc(-n2nc(C)c(Cc3ccc(Cl)cc3)c2C)sc1C(=O)N1CCCCC1C (stereo not drawn) | 26% | 2% | -5%
CCC(=O)Nc1nnc(S(=O)(=O)N(C)Cc2ccccc2)s1 | 1% | 12% | i
O=C(CSc1nc2ccccc2n1Cc1ccccc1)N1CCN(c2ccc(F)cc2)CC1 | -12% | 26% | i
Cc1c(C2=CCN(S(=O)(=O)c3ccc(Cl)cc3)CC2)c2ccccc2n1CC(=O)N1CCCC1 | -6% | -13% | -35%
CC(C)c1ccc(C(=O)Nc2ccc(-c3nc4ccccc4s3)c(Cl)c2)cc1 | -10% | 24% | -2%
CCOc1ccccc1NC(=O)Cn1ccn(-c2ccccc2)c(=O)c1=O | -9% | 5% | -16%
Cc1ccc(C(C)C)c(OCCSc2nc3ccccc3n2CC(O)CO)c1 (stereo not drawn) | 39% | 35µM* | -40%[inhibitor]

Retrieved one by one from the list above, two records:
smiles | FUS yeast rescue | TDP-43 yeast inh | PTHR1 ag
CCOC(=O)c1ccc(NC(=O)c2cc3sccc3n2Cc2ccc(Cl)cc2)cc1 | -26% | 8% | -13%
Cc1ccc(C(C)C)c(OCCSc2nc3ccccc3n2CC(O)CO)c1 (stereo not drawn) | 39% | 35µM* | -40%[inhibitor]

The listing continues:
smiles | FUS yeast rescue | TDP-43 yeast inh | PTHR1 ag
CCOC(=O)C1CCCN(C(=O)Cn2ncn3c(cc4sc(CC)cc43)c2=O)C1 (stereo not drawn) | 13% | 25% | -24%
Cc1ccccc1-c1cc2nccc(-c3cc(Cl)ccc3O)n2n1 | 8% | -3% | 14%
CCOc1ccc(CN(C(=O)c2nc(SC)ncc2Cl)C2CCS(=O)(=O)C2)cc1 (stereo not drawn) | 30% | 23% | -24%
CCOC(=O)c1ccc(N2C(=O)c3n[nH]c(C)c3C2c2cccc(Br)c2)cc1 (stereo not drawn) | 9% | 14% | ?
CC(C)COc1ccc(C(=O)N(Cc2cccc(F)c2)C2CCS(=O)(=O)C2)cc1 (stereo not drawn) | 43% | ? | i
O=c1c2cc3c(cc2nc2sc(Nc4ccccc4)nn12)OCO3 | 9% | 16% | -33%
COc1ccc(-c2cc(C(=O)NCc3cc(OC)c(OC)c(OC)c3)[nH]n2)cc1 | 34% | -13% | ?
CCn1c(=O)c2cc(C(=O)NC3CCCCCC3)sc2c2ccccc21 | -1% | 16µM* | -11%
CCOC(=O)c1ccc2c(c1)N(Cc1cccc(C(F)(F)F)c1)C(=O)c1ccccc1S2(=O)=O | -20% | ? | i
COc1cccc2cc(-c3nc(Nc4cccc(C)c4)sc3C)c(=O)oc12 | -4% | 7%[9.22 µM] | -3%
Cc1cc2c(cc1S(=O)(=O)Nc1ccc(C(C)C)cc1)OCCN2C | 12% | ? | -63%[inhibitor]
CCOc1ccccc1CNC(=O)c1ccc2c(c1)sc1nc(-c3cccc(OC)c3)cn12 | 33% | 10% | i
O=c1c2ccccc2nc(-c2ccc(Cl)cc2)n1CCCOc1ccccc1F | 4% | -12% | -17%
Cc1nn2c(C(F)(F)F)cc(-c3ccc(OC(C)C)cc3)nc2c1C#N | -16% | 6% | -6%
COc1ccc(Nc2cc(C(=O)NCc3ccccc3)c3ccccc3n2)c(OC)c1 | 7% | 20% | i
O=C(NCc1ccccc1Cl)C1CCCN(c2ncnc3onc(-c4ccc(F)cc4)c23)C1 (stereo not drawn) | ? | ? | -60%[inhibitor]
Cc1ccccc1CNC(=O)C1CCN(S(=O)(=O)Cc2ccccc2)CC1 | -5% | 13% | -5%
COc1ccc(Cl)cc1NC(=O)c1ccc(CN2C(=O)CCn3nc(C)cc32)cc1 | 24% | 23% | -7%
COc1cccc(OCC(=O)NC2CC(=O)N(c3ccc4c(c3)OCCO4)C2)c1 (stereo not drawn) | -17% | 27% | i
CC(C)c1ccc(NC(=O)c2cc3sc(Cl)cc3n2C)cc1 | -4% | 13%[9.22 µM] | -3%
CCCOC(=O)c1ccc(Nc2c(C(=O)OCC)cnc3c(C)cc(Cl)cc23)cc1 | 1% | 24% | -14%
O=C(Nc1nc2n(n1)C(c1ccc(F)cc1)C=C(c1ccc(Cl)cc1)N2)c1ccc([N+](=O)[O-])cc1 (stereo not drawn) | 4% | 0%[9.22 µM] | -19%
Cc1ccc(NC(=O)CS(=O)(=O)c2nc(-c3ccc(C)cc3)cn2-c2ccc(C)cc2)cc1 | ? | 13% | -29%
CC1=C(C(=O)OCC2CCCCC2)C(c2ccc(Cl)cc2Cl)CC(=O)N1 (stereo not drawn) | ? | 24% | i
Cc1ccc(-n2ncc3c(NC4CCCCC4)ncnc32)cc1C | -24% | ? | -34%[inhibitor]
Cc1ccc(Nc2c3c(nc4nncn24)CCC3)cc1C | -17% | ? | 0%
COc1ccc(OC)c(NC(=O)CSc2n[nH]c(-c3ccccc3Cl)n2)c1 | 8% | 23% | i
CCOC(=O)c1c(S(=O)(=O)N2CCCC(C(=O)NCc3cccc(OC)c3)C2)c(C)n(C)c1C (stereo not drawn) | -4% | 2% | -32%
Cc1ccc(N2C(=O)C(CC(=O)Nc3ccc(F)cc3)N(Cc3ccc4c(c3)OCO4)C2=O)cc1 (stereo not drawn) | 18% | -3% | i
